Screening data: PubChem, National Center for Advancing Translational Sciences (NCATS)
Tb PFK inh: blocks T. brucei phosphofructokinase | 0.17% of 330,000 active | Potency, µM (titrated, usually from 57.5 µM), inactives show at the top dose activity, negative = inhibition, hits mostly inhibitors | O15648 | T. brucei PFK, ADP-Glo luminescence | AID 485367;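 further: potency means the concentration at half of the fitted maximal effect; 0% = uninhibited 1x PFK enzyme wells and -100% = no-enzyme wells; nearly all actives have a fitted effect of over 60% in size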
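PFK 1.25 nM, F6P 0.5 mM, ATP 0.1 mM, 0.1 M TEA pH 8.0, 5 mM MgCl2, 0.01% Tween20, 0.1% BSA; 45 min RT. ADP-Glo readout. qHTS titration up to 57 uM; curves fitted, compounds curve-classed.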
BCR signal inh: chronic active BCR signaling inhibition | ABC-DLBCL IkBa-CBG/CBR reporter, luminescence ratio, 4 h | 0.05% of 340,000 active | Potency, µM (highest dose often 46.1 µM), for inactives: at the top dose ratio change, negative = lower green/red ratio, hits mostly inhibitors; active means well fitted inhibition curve with a large enough effect in the signal ratio, with a control signal flat, not every such curve was filed as active; inconclusive means small, poorly fitted or top-dose-only effect, or effect the other way, or a change in a side signal; the % refers to the signal ratio;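 further: potency means the concentration at half of the fitted maximal effect; plate controls were basal doxycycline-induced cells for no effect and cells given 10 µM MG132 for full effect; MG132 reads +100%, hits lower the ratio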
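Compounds up to 46 uM were incubated four hours with TMD8 cells whose green CBG68 luciferase is fused to IkappaBalpha; red CBR luminescence normalised the signal, and concentration-effect curves were fitted to fusion, red and ratio data.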
ELG1 repair inh: ELG1-dependent DNA repair inhibition. Potency, µM (titrated, usually from 46.1 µM), inactives show at the top dose activity change, negative = inhibition, actives largely listed as inhibitors. 2.3% of 330,000 active. HEK293T ELG1-luciferase reporter, luminescence, 16 h; DNA damage induced by 5-fluorouridine; further: potency means the concentration at half of the fitted maximal effect; on the % scale 0 is the no-effect control and ±100 the full control effect; nearly all actives have a fitted effect of over 55% in size
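5-Fluorouridine DNA damage + compound/DMSO, 2,000 cells/well, 16 h, 37 °C/5% CO2. ONE-Glo, 30 min RT, luminescence. Readout = decrease in reporter signal.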
B2AR arrestin: recruits beta-arrestin to the human beta2-adrenergic receptor; beta-arrestin recruitment to beta2AR, cell-based reporter; Potency, µM (doses to about 46.1 µM), for the others: at the highest dose activation, actives largely listed as activators; 0.02% of 330,000 active; AID 492947;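 further: potency means the concentration at half of the fitted maximal effect; 0% = DMSO controls and full agonism = EC100 isoproterenol or metaproterenol; nearly all actives have a fitted effect of over 65% in size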
TSG101-PTAP inh: blocks PTAP/TSG101 interaction to inhibit HIV-1 budding | Fluorescence polarization, FITC-PTAP peptide / Tsg101 binding | Potency, µM (top dose mostly 115 µM), for the others: top-dose activity change, negative = inhibition, most hits filed as inhibitors | 340,000 tested, under 10 active; active means well fitted inhibition curve with a large enough effect in the main read-out, with a control signal flat, not every such curve was filed as active; inconclusive means small, poorly fitted or top-dose-only effect, or effect the other way, or a change in a side signal; inactive means no such curve, though single readings can be large or run the other way; further: potency means the concentration at half of the fitted maximal effect; % of control where 0% means no effect
Target sequence (Q99816 whole entry, looked up): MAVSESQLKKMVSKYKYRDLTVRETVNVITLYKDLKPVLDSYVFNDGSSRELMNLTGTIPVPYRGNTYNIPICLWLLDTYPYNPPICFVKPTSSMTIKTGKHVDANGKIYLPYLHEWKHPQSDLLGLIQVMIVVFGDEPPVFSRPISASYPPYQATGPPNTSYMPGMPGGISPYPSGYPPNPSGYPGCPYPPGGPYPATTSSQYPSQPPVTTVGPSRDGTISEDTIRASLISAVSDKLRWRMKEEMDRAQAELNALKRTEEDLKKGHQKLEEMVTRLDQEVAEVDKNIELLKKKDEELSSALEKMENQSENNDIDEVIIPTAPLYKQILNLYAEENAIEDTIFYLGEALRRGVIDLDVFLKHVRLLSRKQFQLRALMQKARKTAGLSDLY
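Tsg101 binding domain (10 uM final) was mixed with compound and a FITC-labeled PTAP peptide (50 nM final) in HEPES pH 7.5 buffer with NaCl, Tween 20, EDTA and TCEP; fluorescence polarization was read after 20 min at r.t.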
Eya2 phos inh: blocks the phosphatase activity of human Eya2 | AID 488837 | recombinant Eya2, OMFP fluorescence dephosphorylation (OMFP is methylfluorescein phosphate) | Potency, µM (top dose mostly 76.9 µM), without a hit: at the top dose activity, negative = inhibition, actives largely listed as inhibitors | O00167 | 0.006% of 330,000 active; further: potency means the concentration at half of the fitted maximal effect; on the % scale 0 is the no-effect control and ±100 the full control effect
Target sequence (O00167 whole entry, looked up): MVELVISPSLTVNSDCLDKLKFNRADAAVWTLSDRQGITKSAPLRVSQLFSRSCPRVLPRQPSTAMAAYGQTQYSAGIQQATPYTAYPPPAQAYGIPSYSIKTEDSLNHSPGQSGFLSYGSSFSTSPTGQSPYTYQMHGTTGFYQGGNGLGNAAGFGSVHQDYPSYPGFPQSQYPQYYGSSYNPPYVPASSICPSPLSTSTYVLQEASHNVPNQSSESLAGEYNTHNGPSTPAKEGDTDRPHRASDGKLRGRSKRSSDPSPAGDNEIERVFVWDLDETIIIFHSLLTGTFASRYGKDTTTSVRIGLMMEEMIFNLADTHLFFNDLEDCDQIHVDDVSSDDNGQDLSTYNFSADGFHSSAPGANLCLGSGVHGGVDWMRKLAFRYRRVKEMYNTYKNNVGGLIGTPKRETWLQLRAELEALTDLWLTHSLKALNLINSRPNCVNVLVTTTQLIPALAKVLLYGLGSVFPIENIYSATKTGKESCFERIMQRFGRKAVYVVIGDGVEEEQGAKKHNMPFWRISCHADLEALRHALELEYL
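Eya2 protein (added as 0.2 uM solution) was preincubated with compound for 10 min at ambient temperature in 50 mM HEPES pH 7.5, 50 mM NaCl, 5 uM MgCl2, 0.05% BSA, 1 mM DTT. OMFP (added at 50 uM) then reacted 10 min; fluorescence read at 485/525 nm.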
TCR act: activators of T cell receptors; Potency, µM (titrated, usually from 9.22 µM), without a hit: at the highest dose activation of IL-2 secretion, actives largely listed as activators; 330,000 tested, under 10 active; primary human leukocytes, anti-CD3, IL-2 HTRF, 48 h; further: % of control where 0% means no effect
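Primary human leukocytes receive a-CD3 beads and test compound and are incubated 48 hr. Secreted IL-2 is then assayed by HTRF, measuring 665nm acceptor emission after 320nm excitation of the europium donor.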
uPA surface inh: cell surface uPA generation inhibition. cell surface uPA generation assay, qHTS. Potency, µM (titrated, usually from 38.3 µM), for the others: top-dose activity change, negative = inhibition, most hits filed as inhibitors. 0.31% of 330,000 active; active means well fitted inhibition curve with a large enough effect; inconclusive means small, poorly fitted or top-dose-only effect; inactive means no such curve, though single readings can be large or run the other way; tested in mouse RAW 264.7 cells; further: potency means the concentration at half of the fitted maximal effect; on the % scale 0 is the no-effect control and ±100 the full control effect; nearly all actives have a fitted effect of over 55% in size
USP2a inh: USP2a (human) protease inhibition. 0.01% of 330,000 active. USP2 core, Ub-CHOP2 coupled fluorogenic reporter, 485/531. O75604. AID 463254. Potency, µM (titrated, usually from 38.3 µM), without a hit: top-dose activity change, negative = inhibition, most hits filed as inhibitors;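 further: potency means the concentration at half of the fitted maximal effect; plate controls were DMSO wells for no effect and full inhibition by NEM control for full effect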
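USP2 core (10nM final) preincubated 30min RT with compound in 20mM Tris-HCl pH 8.0, 2mM CaCl2, 2mM beta-mercaptoethanol, 0.05% CHAPS; 25nM Ub-CHOP2 plus 25nM reporter substrate added, fluorescence (Ex485/Em531) read after 60min.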
TSHR antag: blocks TSH signaling through the human TSH receptor; P16473; TSHR-expressing cells, TSH-stimulated cAMP HTRF, 2 h; hits give low values; activity change, negative = inhibition, % at 11.5 µM; 0.2% of 330,000 active;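 active means activity change below a set negative limit, meaning inhibition stronger than a set level, cut at about -70% in these data; inconclusive means activity change between two set negative limits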; further: on the % scale 0 is the no-effect control and ±100 the full control effect
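Cell-based HTRF cAMP assay; TSHR cells + compound, TSH EC80 (4nM final), 2 h, 37 deg C. Lysis with anti-cAMP cryptate and cAMP-d2, 30 min RT, read 665/620 nm.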
Mito fusion yeast: inhibitors of mitochondrial division or activators of mitochondrial fusion; S. cerevisiae fusion-defective mutant growth rescue, CellTiterGlo 48 h; Potency, µM (series often up to 46.1 µM), for the others: at the highest dose growth rescue (activation), hits mostly activators; 0.23% of 320,000 active; AID 485298;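 further: potency means the concentration at half of the fitted maximal effect; % of control where 0% means no effect; nearly all actives have a fitted effect of over 45% in size; temperature-sensitive fusion mutants such as fzo1-1 at 37 °C on non-fermentable ethanol glycerol medium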
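S. cerevisiae fusion-defective temperature-sensitive mutants (e.g. fzo1-1, mgm1-5) grown 48 h at 37C in YPEG (ethanol/glycerol non-fermentable) medium with 23 nl compound per well; growth rescue read as CellTiterGlo luminescence.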
Active calls of the source: *; ? = inconclusive; . = not tested or not shown; [ ] = another dose, or the depositor's remark. Unless noted, the call rests on the fitted dose curve; in most records, active means well fitted curve in the direction sought with a large enough effect; inconclusive means small, poorly fitted or top-dose-only effect, or another doubt; inactive means no such curve, though single readings can be large; an effect the other way counts as inactive or inconclusive.

SMILES	Tb PFK inh	BCR signal inh	ELG1 repair inh	B2AR arrestin	TSG101-PTAP inh	Eya2 phos inh	TCR act	uPA surface inh	USP2a inh	TSHR antag	Mito fusion yeast
Cc1nn(-c2ccccc2)c(C)c1C(=O)OCC(=O)NC(=O)NC1CCCCC1	0%	?	-26%	0.2%	0%	-13%	1%	1%	-3%	-7	3%
COc1cc(CNc2ccc3[nH]c(=O)[nH]c3c2)cc(Br)c1OCc1ccccc1F	2%	1%	-10%	-0.4%	1%	8%	10%	-13%	4%	-27	-7%
CN(c1ccc(C(=O)Nc2ccccn2)cc1)S(=O)(=O)c1ccccc1	1%	9%	8%	0.3%	-2%	-6%	4%	4%	8%	-2	4%
Cc1ccc2oc(=O)c3cnn(CC(=O)N4CCCc5ccccc54)c3c2c1	0%	5%	7%	-0.2%	-3%	-21%	-3%	-4%	1%	-9	-2%
CC(C)n1c(O)c(N=NC(=O)C2COc3ccccc3O2)c2ccccc21 (stereo unspecified)	1%	?	?	-0.9%	1%	-4%	-1%	2%	1%	23	?
NC(=O)NC(=O)C(Nc1ccc(N2CCCCC2)cc1)c1ccccc1 (stereo unspecified)	4%	?	?	-0.6%	4%	3%	6%	-8%	-1%	22	2%
C[C@H](CO)N1C[C@H](C)[C@@H](CN(C)S(=O)(=O)c2ccccc2)Oc2c(NS(=O)(=O)c3cccs3)cccc2C1=O	-1%	1%	2%	-0.1%	-1%	0%	-5%	0%	4%	-7	.
Cc1ccc(S(=O)(=O)N2[C@@H](c3ccc(Br)cc3)C(C(=O)O)=CC[C@H]2c2cccs2)cc1	0%	-2%	-7%	-0.1%	-5%	-4%	-6%	-13%	-1%	9	.
[O-]C1=N/[N+](=C/c2ccccc2)CC1	-3%	2%	-3%	-0.7%	0%	4%	-2%	8%	-11%	4	2%
CC(=NCCCn1ccnc1)c1c(C)[nH]n(-c2ccc([N+](=O)[O-])cc2)c1=O	8%	?	0%	-0.8%	-2%	-10%	-2%	2%	2%	8	4%
CC1CCCCC1NC(=O)C1CCN(S(=O)(=O)c2cccc3nonc23)CC1 (stereo unspecified)	0%	0%	0%	-0.7%	-1%	2%	-1%	0%	0%	-8	-3%
Cc1cc(C)c2c(CN3CCOCC3)cc(=O)oc2c1	1%	-8%	2%	-0.3%	-4%	-27%	2%	1%	0%	1	0%
COc1ccc(C2C(C(=O)NCc3cccnc3)c3ccccc3C(=O)N2C)cc1OC (stereo unspecified)	0%	-1%	7%	-0.8%	-1%	13%	.	2%	1%	7	0%
Nc1nc(N2CCN(c3ccccn3)CC2)nc2ccccc12	2%	?	?	0.0%	-2%	-4%	3%	11%	0%	-6	3%
N#Cc1ccccc1CSc1nc(N)cc(N)n1	-3%	-9%	-1%	0.4%	-3%	1%	.	4%	0%	20	3%
O=C(CCCNS(=O)(=O)c1ccccc1)NCc1ccco1	7%	?	2%	-0.1%	-4%	13%	-2%	-2%	-1%	5	-11%
O=C(NCCCN1CCOCC1)c1ccc2c(c1)N(Cc1c(F)cccc1Cl)C(=O)CS2	-1%	10%	1%	-0.5%	-12%	2%	5%	-3%	0%	-3	2%
CCOC(=O)c1ccc(NC(=O)Cn2c(C)nc3c(sc(=S)n3CC)c2=O)cc1	1%	2%	0%	0.3%	-1%	0%	-3%	4%	0%	13	-11%
Cc1ccc(NC(=O)Cn2cccc2)cc1Cl	-1%	2%	-1%	-0.1%	-2%	11%	18%	.	2%	10	2%
CCN1C(=O)c2cccc3c(S(=O)(=O)Nc4ccncc4)ccc1c23	-6%	?	?	-0.4%	-3%	-13%	1%	-2%	-1%	-8	1%
CCOc1ccc(Cl)cc1S(=O)(=O)N1CCC(C(=O)NC2CC2)CC1	-3%	0%	-6%	-0.4%	-4%	3%	1%	-5%	1%	-1	-1%
NC(=O)C1CCN(C(=O)CC2(CC(=O)O)CCCC2)CC1	2%	0%	17%	-0.6%	-3%	7%	-34%	0%	3%	11	-9%
Cn1c(=O)c2c(nc(SCCOc3ccc4ccc(=O)oc4c3)n2C)n(C)c1=O	-2%	?	3%	0.0%	.	1%	.	.	5%	3	-6%
COc1ccccc1OCCn1ccnc1	-12%	-2%	-2%	0.1%	-1%	7%	.	-2%	-5%	42	1%
C=CCNc1nc(NCc2ccccc2)c(C#N)c2c1CN(C)CC2	-1%	?	-23%	-3.8%	-8%	9%	-24%	-6%	2%	0	1%

(listing goes on)
SMILES	Tb PFK inh	BCR signal inh	ELG1 repair inh	B2AR arrestin	TSG101-PTAP inh	Eya2 phos inh	TCR act	uPA surface inh	USP2a inh	TSHR antag	Mito fusion yeast
CCOC(=O)c1ccccc1NC(=O)COC(=O)C1CC(=O)N(c2ccc3c(c2)OCCO3)C1 (stereo unspecified)	0%	-1%	1%	-0.2%	-1%	-16%	-6%	-1%	-2%	3	-9%
COc1ccc(S(=O)(=O)N2CCCCC2)cc1NC(=O)CN1C(=O)NC(C)(C2CC2)C1=O (stereo unspecified)	0%	0%	3%	-1.3%	-2%	17%	-1%	0%	0%	8	4%
Cc1cc(C(=O)N/N=C/c2ccc3ccccc3c2)n[nH]1	6%	?	11%	-0.8%	-2%	-1%	-3%	?	2%	-8	4%
COc1ccccc1NC(=O)COC(=O)c1c[nH]c(=O)[nH]c1=O	0%	?	1%	0.0%	-3%	-30%	-4%	7%	-9%	5	8%
O=C(c1ccc(S(=O)(=O)Nc2ccccc2)cc1)N1CCCC1	-3%	-1%	7%	0.0%	-5%	17%	5%	-4%	-1%	3	-6%
CC(C)(C)C1CCc2onc(C(=O)Nc3cnn(Cc4ccc(F)cc4)c3)c2C1 (stereo unspecified)	-8%	7%	-5%	-0.2%	-5%	7%	0%	.	-1%	-23	7%
COc1cccc(C(=O)Nc2ccc(C(=O)NCC(C)C)cc2)c1	0%	-1%	14%	0.4%	-6%	2%	-2%	-1%	6%	-4	-2%
CC(C)C(NC(=O)c1ccccc1NC(=O)c1ccccc1)C(=O)NNC(=O)c1ccncc1 (stereo unspecified)	0%	-1%	0%	-0.1%	-4%	3%	0%	-2%	-1%	5	-2%
O=C(NCc1nnc2c(C(F)(F)F)cc(Cl)cn12)C1CCCC1	1%	3%	1%	0.3%	-2%	-5%	-1%	2%	5%	2	-10%
CC1CCN(C(=O)CSc2nc(N)c3c4c(sc3n2)CN(C)CC4)CC1	-4%	?	0%	0.6%	1%	4%	2%	5%	-1%	14	0%
COC(=O)CC1C(=O)NCCN1C(=S)NC(=O)C(c1ccccc1)c1ccccc1 (stereo unspecified)	2%	10%	-3%	0.0%	0%	-4%	1%[46.1 µM]	1%	-8%	-1	-7%
COc1cccc(C(C(=O)NC(C)(C)C)N(CCc2ccccc2)C(=O)CCC(=O)Nc2cc(C)on2)c1OC (stereo unspecified)	3%	3%	3%	-0.1%	-7%	-4%	-7%	0%	1%	2	3%
COC(=O)c1c(NC(=O)c2cccc(S(=O)(=O)N3CCN(C)CC3)c2)sc(C)c1C	-1%	1%	?	0.4%	-2%	-14%	4%	-12%	0%	-2	-26%
CCN1C(=O)/C(=C\c2ccc3c(c2)OCO3)C(C(=O)OC)=C1C	1%	?	3%	1.9%	-1%	7%	.	-3%	1%	-7	-9%
COc1ccc(NC(=O)Cc2c[nH]c3ccccc23)cc1S(=O)(=O)N1CCOCC1	7%	-6%	-10%	-0.1%	-1%	-7%	2%	-2%	-4%	-3	1%
Cc1ccccc1-n1c(SCC(=O)N/N=C/c2c(C)nn(-c3ccccc3)c2C)nc2ccccc2c1=O	-6%	?	?	0.5%	0%	-5%	-2%[46.1 µM]	-23%	1%	-11	6%
CCCCOc1ccc(/C(N)=N/O)cc1	-7%	0%	?	0.1%	-13%	-9%	2%	?	1%	3	6%
C/C(=N\NC(=O)c1cccc(S(=O)(=O)N2CCOCC2)c1)c1ccc(OC(F)F)cc1	-18%	1%	-11%	-0.4%	-7%	3%	-2%	-26%	2%	-3	-5%
